Screens deposited in PubChem BioAssay by National Center for Advancing Translational Sciences (NCATS).
Pf Dd2 inh – qHTS Primary assay for Inhibitors of Plasmodium falciparum Dd2 growth in vitro | Potency, µM (series often up to 28.9 µM), for inactives: at the highest dose activity, negative = inhibition, actives largely listed as inhibitors | hit rate 4.3% among 120,000 | P. falciparum Dd2 growth, SYBR Green, 72 h; active = well fitted inhibition curve with a large enough effect; inconclusive = small, poorly fitted or top-dose-only effect; inactive = no such curve, though single readings can be large or run the other way;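 also: plate controls were DMSO vehicle for no effect and reference drug for full effect; nearly all actives have a fitted effect of over 65% in size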
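Infected erythrocytes (Dd2, 0.3% parasitemia, 2.5% hematocrit final) are added to compound in RPMI-1640/Albumax II medium, grown 72 h at 37C in low oxygen, then lysed with saponin/Triton-X containing SYBR Green and read by fluorescence.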
Starred values were filed as active, the others as inactive; i = inactive; ? = inconclusive; [ ] = remark or other dose. Potency is read from the fitted curve at half-maximal effect.

SMILES	Pf Dd2 inh
CCc1ccc(NC(=O)CN2C(=O)C3(SCC(=O)N3c3ccccc3)c3ccccc32)cc1 (stereo not given)	11µM*
CC(=O)c1ccc(N2CCN(c3ncnc4onc(-c5ccc(Cl)cc5)c34)CC2)cc1	-24%
O=C(CCCc1ccccc1)N1CCC(c2noc(-c3cnccn3)n2)C1 (stereo not given)	-4%[5.79 µM]
CC(=O)N1Cc2ccccc2CC2(CCCCN2C)C1 (stereo not given)	-26%[44.1 µM]
COc1cc2c(cc1OC)C(COc1ccc3c(C)cc(=O)oc3c1)N(C(=O)c1ccc(C)c(C)c1)CC2 (stereo not given)	5µM*
CCN1CC(c2nc(-c3ccc4nc[nH]c4c3)no2)CCC1=O (stereo not given)	0%
COCC1CN(C(C)=O)CC12CCN(C(=O)c1cc(C)cc(C)c1)CC2 (stereo not given)	16%
Cc1ccc2c(c1)sc1nc(=O)n(-c3cccc(Cl)c3)c(=O)n12	8%
Cc1cn2c(=O)cc(COC(=O)COc3ccc(C)c(C)c3)nc2s1	i
CCc1ccc(C2c3c(oc4cc(C)c(C)cc4c3=O)C(=O)N2c2nc(C)c(C(=O)OC)s2)cc1 (stereo not given)	7%
CC(=O)Nc1ccc(S(=O)(=O)N2CCC(CCC(=O)Nc3cccc(C)c3)CC2)cc1	-29%
CCc1ccc(-n2nc(C)c3c(C)cc(=O)n(Cc4nc(-c5ccccc5)oc4C)c32)cc1	16%
O=C1N[C@H](CC(=O)N2CCc3ccccc3C2)C(=O)Nc2ccccc21	?
COCc1ccc2c(c1)c(OC(C)(C)C(=O)Nc1ccccn1)nn2Cc1ccccc1	i
Cc1ccc(NC2=CC(c3ccccc3F)N(c3ccc(C)cc3)C2=O)cc1 (stereo not given)	-1%
Cc1ncoc1C(=O)N1CCCC(c2nc(-c3cccnc3)no2)CCNC(=O)CC1 (stereo not given)	-12%
O=C(C1CCOCC1)N1CCOC[C@H](Oc2cnccn2)C1	0%[44.1 µM]
O=C1NCCN2CC3(CCN(C(=O)C4(c5ccccc5)CC4)CC3)CC12 (stereo not given)	1%
Cc1cc(C)c(/C=C/c2onc(C)c2S(=O)(=O)N2CCC(C(=O)NCc3ccccc3Cl)CC2)c(C)c1	-2%
COCc1nc(-c2ccc(OC3CN(Cc4cccs4)C3)cc2)no1	-5%
CCC(Cn1ccnc1-c1ccc(SC)cc1)N1CCN(C)CC1 (stereo not given)	-14%
Cc1nn(CC(=O)O)c(=O)c2nc(C(C)C)sc12	37%
CCN1C(=O)Cc2ccccc2C1C(=O)NCc1ccc(C)cc1 (stereo not given)	-17%
COc1cccc(S(=O)(=O)N2CCCC(c3nc(-c4cnccn4)no3)CCNC(=O)CC2)c1 (stereo not given)	-12%
O=C(Cc1ccccc1Cl)N1CCC2(CC1)CC(O)CCO2 (stereo not given)	5%
CC[C@H]1CN(C(=O)NC(C)C)CC[C@H]1CC(=O)N(C)CCC#N	12%[44.1 µM]
O=C(Cn1nc2c(cc1=O)CCCCC2)NCCc1ccco1	4%
CCOc1ccccc1CNC(=O)C1CCN(C(=O)c2ncn3c2COC(c2ccccc2)C3)CC1 (stereo not given)	i
Cc1ccc(C)c(N2CCN(C(=O)c3cccn4c(=O)c5ccccc5nc34)CC2)c1	13µM*
O=C(NC1CCCCCC1)C1CCN(c2cn[nH]c(=O)c2)C1 (stereo not given)	-9%
C[C@@H]1C(=O)O[C@H]2[C@H]1CC[C@@]1(C)Cc3sc(Nc4ccc(C(=O)O)cc4)nc3[C@@H](C)[C@H]21	-26%[44.1 µM]
O=C1N[C@@H]2CCN(C(=O)c3ccc(C(F)(F)F)cc3)[C@@H]2C(=O)N1c1ccccc1	-25%[44.1 µM]
Cc1ccc(-c2nnc(C3CN(C(=O)C4CCCCCC4)CC34CCOCC4)o2)cc1 (stereo not given)	?
COCCN(C)C[C@@H]1CN(C(=O)c2nc(-c3ccccc3)[nH]c2C)C[C@@H]1CO	-7%
COc1ccccc1CNC(=O)CCn1c(=O)c2cccn2c2cccnc21	-3%
CCCCc1cn([C@@H]2CN[C@H](C(=O)O)C2)nn1	-5%

Compounds shown so far containing a COOH group, in the order listed:
SMILES	Pf Dd2 inh
Cc1nn(CC(=O)O)c(=O)c2nc(C(C)C)sc12	37%
C[C@@H]1C(=O)O[C@H]2[C@H]1CC[C@@]1(C)Cc3sc(Nc4ccc(C(=O)O)cc4)nc3[C@@H](C)[C@H]21	-26%[44.1 µM]
CCCCc1cn([C@@H]2CN[C@H](C(=O)O)C2)nn1	-5%

More structures follow.
SMILES	Pf Dd2 inh
CCn1cc(S(=O)(=O)N2CCC(C3CCN(C(=O)NC)CC3)C2)cn1 (stereo not given)	i
COc1cccc(OC2CN(C(=O)C3CC(=O)N(Cc4cccnc4)C3)C2)c1 (stereo not given)	-19%
COc1ccc(OCC2CCCN(C(=O)c3cn(C4CCCCC4)nn3)C2)cc1 (stereo not given)	-16%
COCCNC(=O)[C@@H]1C[C@H](Oc2ccccc2)CN1C(=O)C(C)C	3%
COc1ccc2[nH]c3c(c2c1)CCNC31CCN(Cc2ccc(F)cc2F)CC1	?
CN(CCc1ccccc1)CC[C@@H]1CC[C@H](O)[C@@H](C(=O)NC2CCCCC2)O1	?
Cc1ccc2c(C(=O)Nc3ccc(Cl)nc3)cnn2c1	-14%[44.1 µM]
O=C(NCc1ccc(F)cc1)c1cnc(N2CCOCC2)c2ccccc12	21%
CO[C@H]1[C@H](NC(=O)Cc2ccc(C)cc2)c2ccccc2C12CCNCC2	-12%
CCN(CC)C(=O)C[C@@H]1CCNC[C@@H]1Cc1cc(-c2ccc(C(C)(C)C)cc2)on1	4.5µM*
COc1ccc(NC(=O)Cn2nnc3sc4c(c3c2=O)CCCC4)cc1	6%
Cc1ccsc1C(=O)N1CCC2(CC1)CC(OCC1CC1)CCO2 (stereo not given)	-26%

Structural class, those above containing fluorine
SMILES	Pf Dd2 inh
Cc1ccc(NC2=CC(c3ccccc3F)N(c3ccc(C)cc3)C2=O)cc1 (stereo not given)	-1%
O=C1N[C@@H]2CCN(C(=O)c3ccc(C(F)(F)F)cc3)[C@@H]2C(=O)N1c1ccccc1	-25%[44.1 µM]
COc1ccc2[nH]c3c(c2c1)CCNC31CCN(Cc2ccc(F)cc2F)CC1	?
O=C(NCc1ccc(F)cc1)c1cnc(N2CCOCC2)c2ccccc12	21%

More structures.
SMILES	Pf Dd2 inh
CN(C)C(=O)c1cccnc1OC1CCN(C(=O)c2ccnn2C)C1 (stereo not given)	28%
CCOc1ccc(CC(=O)N2c3ccccc3CC2c2nc(C3CC3)no2)cc1OCC (stereo not given)	-1%[5.79 µM]
O=C(CCc1nc(C2CCCN2Cc2ccc3[nH]ccc3c2)no1)N1CCCC1 (stereo not given)	?
CC(C)C(=O)N1CCC(Oc2ccc3c(cnn3CCC(=O)O)c2)CC1	12%[44.1 µM]
Cc1ccc(C(C)CCN2CCC(n3nccc3NC(=O)Cc3ccccc3)CC2)o1 (stereo not given)	?
COc1ccc(N2CC3CCC(C2)N3Cc2cccs2)cc1	?
CC(C)CNC(=O)c1ccc(N2CC3CC(C2)[C@H]2CCCC(=O)N2C3)nc1 (stereo not given in full)	-15%
O=C(c1cc[nH]c1C1CCCNC1)N(Cc1ccc(F)cc1)Cc1cccnc1 (stereo not given)	?
CC1=C(C(=O)Nc2ccccc2)C(c2cc(C)ccc2C)N2C(CC(=O)N3CCCC3)=CSC2=N1 (stereo not given)	-1%
O=C1NCCCCCCN(S(=O)(=O)c2cccc(F)c2)[C@H]2CCC[C@@H]12	-1%
O=C(Cc1ccc(N(Cc2ccccc2)C(=O)c2ccco2)cc1)NCC1CCCO1 (stereo not given)	?
CCc1nn(CC(=O)NCCCN(CC(C)C)CC(C)C)c(=O)c2cc3sc(C)cc3n12	?
O=C(Cn1nc2c(cc1=O)CCCC2)NCc1ccc(Cl)cc1	22%
O=C(CCn1nc(-c2ccccc2)c2ccccc2c1=O)Nc1ccccc1	9%
Cc1nncn1C1CCN(S(=O)(=O)c2cccs2)CC1	4%
O=C(C1CCN(C(=O)N2CC3CC(C2)[C@H]2CCCC(=O)N2C3)CC1)N1CCN(c2ccccn2)CC1 (stereo not given in full)	i
Cc1cccc(CNC(=O)C2c3ccccc3CC(=O)N2C(C)C)c1 (stereo not given)	i
CCCCN(CCCC)CCNC(=O)CN1C(=O)CSc2ccc(S(=O)(=O)N3CCCCC3)cc21	i
COCCN1C(=O)[C@@H]2C[C@@H](CN2Cc2ccc(Cl)cc2)Oc2ccccc21	?
CC[C@H]1CN(C(=O)Nc2ccccc2)CC[C@H]1CC(=O)NCc1ccccc1	-11%[44.1 µM]
Cc1oc(-c2ccccc2NC(=O)C2CCC2)nc1CNC(=O)Cc1cc(F)cc(F)c1	-15%
COc1ccccc1N1CCN(C(=O)C2CCN(S(=O)(=O)c3cccs3)CC2)CC1	-7%
O=C(c1ccccc1)N1CCCC2(C1)Nc1cccnc1NC2=NC1CCCC1 (stereo not given)	-19%[5.79 µM]
CC(=O)NCC12CCCC=C1N(C)C(=O)CC2 (stereo not given)	i

2 of these compounds in another layout.
| smiles | Pf Dd2 inh |
| --- | --- |
| CC(=O)NCC12CCCC=C1N(C)C(=O)CC2 (stereo not given) | i |
| Cc1nncn1C1CCN(S(=O)(=O)c2cccs2)CC1 | 4% |

Remaining list, next part.
SMILES	Pf Dd2 inh
O=C(C1Cn2cccc2C(=O)N1Cc1cccnc1)N1CCN(c2ncccn2)CC1 (stereo not given)	?
Cc1cc2ncc(C(=O)NCc3cccs3)cn2n1	-3%[44.1 µM]
CC1CCc2nc3ncn(Cc4ccccc4F)c(=O)c3cc2C1 (stereo not given)	5%
COc1ccc(NC(=O)C2CCN(C(=O)c3nnn4c3COC(c3ccc(C)cc3)C4)CC2)cc1 (stereo not given)	i
CCOc1ccc(S(=O)(=O)NCC(c2ccc(N(C)C)cc2)N2CCc3ccccc32)cc1 (stereo not given)	?
O=C(O)Cc1sc(Nc2ccccc2Cl)nc1-c1ccccc1	?
COCCN1C(=O)CS(=O)C12CCN(C(=O)Nc1ccccc1F)CC2 (stereo not given)	-13%
COc1ccc(-c2noc(CSCC(=O)Nc3cccc(C(F)(F)F)c3)n2)cc1OC	2%
CC(CNC(=O)c1ccc(Nc2nc3ccccc3n3nnnc23)cc1)c1ccccc1 (stereo not given)	?
COc1ccc(N(Cc2cccs2)C(=O)c2ccccc2C)cc1	i
CC(=O)c1cc(CN2CCCCC(N)C2)cs1 (stereo not given)	?
COc1ccc(OC)c(-c2cc(C(=O)NCCc3ccccc3)c3c(-c4ccc(C)cc4)[nH]nc3n2)c1	?
CCc1ccccc1NC(=O)c1cnn(-c2ccc(F)cc2)c1C1CCNCC1	-14%
CCCN(Cc1ccc(F)cc1)C(=O)c1cnc(-c2ccc(C)cc2)[nH]c1=O	19%
COc1ccc([C@@H](NC(=O)c2ccc3nccn3c2)C2CC(O)C2)cn1 (stereo not given in full)	-9%
O=C(CS(=O)(=O)c1cccc2nsnc12)NCc1ccc(Cl)cc1	27%[5.79 µM]
Cc1ccc(N2CCC(NC(=O)c3ccc(C#N)cc3)C2=O)cc1C (stereo not given)	i
COc1cccc2c1Oc1ncccc1N(C(=O)CCC(=O)NC(C)C)C2	-2%
Cc1cccc(CNC(=O)C(C)C2CCOCC2)c1 (stereo not given)	4%
Cn1ccnc1CN1C(=O)CO[C@H]2CN(C(=O)c3ccccn3)C[C@H]21	27%[44.1 µM]
O=C(CSc1nccn1Cc1ccco1)Nc1cc(C(F)(F)F)ccc1Cl	i
COC(=O)CNC(=O)N1CCCCC1c1nc(CCOc2cccc(C)c2)no1 (stereo not given)	?
CC(=O)Nc1cc(-c2nc3cc(Cl)ccc3o2)ccc1C	22%
C[C@@]1(O)CCN(Cc2cnc(NCC(=O)O)nc2)C[C@@H]1O	6%

The list goes on; the last 3 above are carried over.
SMILES	Pf Dd2 inh
COC(=O)CNC(=O)N1CCCCC1c1nc(CCOc2cccc(C)c2)no1 (stereo not given)	?
CC(=O)Nc1cc(-c2nc3cc(Cl)ccc3o2)ccc1C	22%
C[C@@]1(O)CCN(Cc2cnc(NCC(=O)O)nc2)C[C@@H]1O	6%
O=C(C1CC(=O)N(c2n[nH]c3cc(Br)ccc23)C1)N1CCSCC1 (stereo not given)	-12%
CSCCC(=O)N1CCCC1C(=O)Nc1ccccc1Oc1cccnc1 (stereo not given)	4%
CCc1ccc(-c2nn(CC(=O)NCc3ccccc3)c3c2cnc2ccc(C)cc23)cc1	39%[activator]
O=C(COc1ccccc1)N1CCN2C(=O)N(Cc3ccccc3)C(=O)[C@H]2C1	-28%[44.1 µM]
Cc1ccc(C2Cn3nnc(C(=O)N4CCC(C(=O)NC(C)c5ccc(F)cc5)CC4)c3CO2)cc1 (stereo not given)	i
CCc1nnc([C@@H]2CC(F)(F)CN2C(=O)CCn2cc(C)cn2)o1	5%
COC(=O)C1=C(C)N=C2SC=C(CC(=O)Nc3cc(C)cc(C)c3)N2C1c1ccccc1OC (stereo not given)	7.1µM*
COc1ccc(C2Cn3cnc(C(=O)N4CCC(C(=O)Nc5ccccc5)CC4)c3CO2)cc1 (stereo not given)	i
O=S(=O)(Cc1ccccc1)N1CCC(Oc2ccc(-c3noc(C4CC4)n3)cc2)C1 (stereo not given)	i[5.79 µM]
O=C(NCCc1noc(-c2cccnc2)n1)NCc1ccccc1	62%[activator]
CC(=O)Nc1ccc(CN2CCOC[C@H]2c2ncc(-c3cccc(Cl)c3)[nH]2)cc1	-7%[44.1 µM]
COc1ccc(NC(=O)C2(S(=O)(=O)c3ccc(C)cc3)CC2)c(OC)c1	10%
CC(C)(C)OC(=O)N1CCC(N2CCN(Cc3ccccc3)C(=O)C2=O)CC1	-23%
O=C(O)C1CC2(CCN(C(=O)CCc3ccncc3)CC2)CN1 (stereo not given)	4%
CCCc1cc(C(=O)N2CCC3(CC2)CC(=O)N(CCCOC)C3)n(C)n1	2%

A portion of the library. The share of hits here may be higher or lower than overall.
